Source: PubChem (National Center for Advancing Translational Sciences (NCATS))
GLS inhibitor – glutaminase GLS (human) inhibition. actives 0.21% (n = 410,000). GLS enzymatic activity, qHTS titration. AID 624170. Potency, µM (highest dose often 45.5 µM), inactives show at the top dose activity change, negative = inhibition, usual class: inhibitors; further: potency means the concentration at half of the fitted maximal effect; on the % scale 0 is the no-effect control and ±100 the full control effect
Target sequence (O94925 whole entry, looked up): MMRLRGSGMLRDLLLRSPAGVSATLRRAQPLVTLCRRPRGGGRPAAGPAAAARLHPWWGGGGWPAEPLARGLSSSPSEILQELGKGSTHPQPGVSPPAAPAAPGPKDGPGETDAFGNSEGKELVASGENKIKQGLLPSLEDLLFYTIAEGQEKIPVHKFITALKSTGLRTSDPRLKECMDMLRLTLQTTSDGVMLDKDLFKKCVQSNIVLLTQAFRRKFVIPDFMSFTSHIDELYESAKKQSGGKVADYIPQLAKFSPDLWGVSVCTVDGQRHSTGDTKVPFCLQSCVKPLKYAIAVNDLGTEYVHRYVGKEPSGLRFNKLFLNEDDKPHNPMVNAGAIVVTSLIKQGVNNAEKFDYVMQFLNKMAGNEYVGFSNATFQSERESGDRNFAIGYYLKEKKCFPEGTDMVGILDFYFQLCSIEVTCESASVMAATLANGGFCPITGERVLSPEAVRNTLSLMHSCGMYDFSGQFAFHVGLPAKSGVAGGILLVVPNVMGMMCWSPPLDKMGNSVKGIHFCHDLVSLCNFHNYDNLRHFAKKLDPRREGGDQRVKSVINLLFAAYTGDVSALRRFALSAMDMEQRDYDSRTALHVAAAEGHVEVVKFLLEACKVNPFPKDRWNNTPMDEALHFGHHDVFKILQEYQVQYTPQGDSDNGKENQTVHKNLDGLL
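hKGA; 45 mM KH2PO4 pH 8.2 + 0.02% Tween-20; cpd via pin tool; 1 mM Gln soln; GluOx/HRP/Amplex Red; RT 30 min; fluor. t0 & final.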
JMJD2A Tudor inh – JMJD2A Tudor domain (human) inhibition. AID 504339. O75164. Potency, µM (highest dose often 114 µM), inactives show at the top dose activity change, negative = inhibition, actives largely listed as inhibitors. AlphaScreen JMJD2A-Tudor / H3K4me3 peptide binding. actives 4.4% (n = 390,000); further: potency means the concentration at half of the fitted maximal effect; on the % scale 0 is the no-effect control and ±100 the full control effect; nearly all actives have a fitted effect of over 50% in size
G9a inh – G9a (human) methyltransferase inhibition | actives 8.8% (n = 350,000) | Q96KQ7 | AID 504332 | Potency, µM (highest dose often 102 µM), without a hit: at the highest dose activity, negative = inhibition, actives largely listed as inhibitors | G9a H3K9 monomethylation, AlphaScreen, 2 h; further: potency means the concentration at half of the fitted maximal effect; on the % scale 0 is the no-effect control and ±100 the full control effect; nearly all actives have a fitted effect of over 75% in size
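Using a bead-based AlphaScreen, monomethylated H3K9 product from 2 h room-temperature reactions (G9a 20 nM, peptide 500 nM, SAM 20 uM) was detected with 0.5 ug/mL rabbit anti-H3K9me1 antibody.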
BAZ2B block – blocks human BAZ2B; Q9UIF8; AlphaScreen BAZ2B-H3K14Ac peptide displacement; Potency, µM (titrated, usually from 114 µM), without a hit: at the top dose activity change, negative = inhibition, actives largely listed as inhibitors; actives 4.4% (n = 360,000); further: potency means the concentration at half of the fitted maximal effect; on the % scale 0 is the no-effect control and ±100 the full control effect; nearly all actives have a fitted effect of over 60% in size
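Multi-concentration screen (max 110 uM) measuring displacement of acetylated histone H3 peptide from BAZ2B by AlphaScreen, using 50 nM protein, 50 nM peptide and 10 ug/mL streptavidin donor plus Ni-chelate acceptor beads.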
ERG-DNA inh – ERG Ets/DNA interaction inhibition; actives 0.028% (n = 370,000); fluorescence polarization, His-ERG Ets domain / labelled DNA; Potency, µM (titrated, usually from 76.9 µM), for the others: at the highest dose FP activity, negative = inhibition, usual class: inhibitors; P11308; AID 624246; active means well fitted inhibition curve with a large enough effect in the polarisation, with a control signal flat; inconclusive means small, poorly fitted or top-dose-only effect, or effect the other way, or a change in a side signal; inactive means no such curve, though single readings can be large or run the other way; the % refers to the polarisation;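 further: polarization taken with two DNA probes labelled with fluorescein and Texas red; potency means the concentration at half of the fitted maximal effect; % of control where 0% means no effect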
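His-tagged ERG Ets domain (1 uM in the protein solution; 300mM KCl, 50mM Tris-HCl, 1mM EDTA, 1mM DTT, pH 7.5) received compound, then a probe mix of 5 nM fluorescein-DNA and 100nM Texas-615-DNA. Fluorescence polarization was read for both dyes.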
HP1b chromo inh – HP1-beta chromodomain-methylated histone interaction inhibition; AlphaScreen HP1-beta / biotin-H3K9me3 peptide binding; Potency, µM (titrated, usually from 114 µM), for inactives: at the highest dose activity change, negative = inhibition, actives largely listed as inhibitors; actives 0.56% (n = 390,000); P83916; further: potency means the concentration at half of the fitted maximal effect; nearly all actives have a fitted effect of over 70% in size; inactives centre near 23
Target sequence (P83916 whole entry, looked up): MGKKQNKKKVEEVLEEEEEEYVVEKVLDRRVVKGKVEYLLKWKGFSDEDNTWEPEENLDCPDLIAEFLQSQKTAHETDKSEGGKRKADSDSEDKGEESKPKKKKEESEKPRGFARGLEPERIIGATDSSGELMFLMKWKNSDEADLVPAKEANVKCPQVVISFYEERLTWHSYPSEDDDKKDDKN
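HP1-beta protein (50 nM final) preincubated 30 min at room temperature with biotinylated H3(1-18)K9me3 peptide (50 nM) in PBS pH 7.4, 0.01% Tween-20, then compound added for 30 min. AlphaScreen streptavidin donor/nickel chelate acceptor beads (10 ug/mL final), 30 min dark, luminescence read.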
PI4K2A block – PI4K2A (human) kinase inhibition; purified PI4K2A, ADP-Glo luminescence, 1 h; hits give low values; Q9BTU6; activity change, negative = inhibition, % at 76.9 µM; actives 0.13% (n = 420,000); AID 1346378; in the data active means activity change below about -50%; inconclusive means mostly about -30% to -49%;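 further: -100% = wells without enzyme as full effect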
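Compounds are screened against recombinant PI4K2A using PI as substrate and ATP, the latter dispensed at 300 microM. Reactions run one hour at ambient temperature before ADP-Glo detection; full inhibition defined by wells lacking enzyme.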
RGS4 inhibitor – blocks human RGS4-accelerated GTP hydrolysis | Transcreener GDP fluorescence polarization, RGS4-accelerated GTP hydrolysis | P49798 | AID 504845 | Potency, µM (top dose mostly 114 µM), for the others: top-dose activity change, negative = inhibition, actives largely listed as inhibitors | actives 0.039% (n = 390,000); further: potency means the concentration at half of the fitted maximal effect; on the % scale 0 is the no-effect control and ±100 the full control effect; nearly all actives have a fitted effect of over 75% in size; some results filed as inactive show a strong effect at the top dose
Target sequence (P49798 whole entry, looked up): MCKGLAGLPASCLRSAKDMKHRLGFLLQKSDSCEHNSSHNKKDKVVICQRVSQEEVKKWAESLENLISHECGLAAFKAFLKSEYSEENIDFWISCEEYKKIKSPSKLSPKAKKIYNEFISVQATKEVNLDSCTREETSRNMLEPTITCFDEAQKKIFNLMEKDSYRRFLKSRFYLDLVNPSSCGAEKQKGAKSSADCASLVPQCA
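MLSMR compounds (23 nl, pin-transferred) preincubated 10 min at room temperature with a 500nM (2x) first reagent, then RGS4 at 900nM (2x) plus Transcreener GDP mix added; fluorescence polarization (620/688 nm) read before and after 90 min at 30 °C.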
12-LOX inh – ALOX12 (human) lipoxygenase inhibition; purified 12hLO, xylenol orange hydroperoxide absorbance; actives 1.1% (n = 580,000); P18054; Potency, µM (series often up to 108 µM), for the others: top-dose activity change, negative = inhibition, hits mostly inhibitors; further: potency means the concentration at half of the fitted maximal effect; on the % scale 0 is the no-effect control and ±100 the full control effect
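Purified human 12hLO at 150 nM in 25 mM Hepes, 0.01% Triton X-100, pH 7.0, preincubated 15 min at room temperature with compound. Reaction started with 40 uM arachidonic acid, 30 min at room temperature. Hydroperoxide measured by Fe-xylenol orange, 573/405 nm absorbance ratio.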
An asterisk follows results filed as active; ? = inconclusive; . = no result given; [ ] = dose if it differs, or a comment. Unless noted, the call rests on the fitted dose curve; in most records, active means well fitted curve in the direction sought with a large enough effect; inconclusive means small, poorly fitted or top-dose-only effect, or another doubt; inactive means no such curve, though single readings can be large; an effect the other way counts as inactive or inconclusive.

SMILES	GLS inhibitor	JMJD2A Tudor inh	G9a inh	BAZ2B block	ERG-DNA inh	HP1b chromo inh	PI4K2A block	RGS4 inhibitor	12-LOX inh
COc1cc(C)nc(N2CCC(C(=O)NCC3CCCO3)CC2)n1 (stereo not drawn)	-15%	?	-8%	-5%	25%	8%	-8	-3%	6%
Cc1ccccc1Cn1nc(C)c(NC(=O)C2(C)CC2(Cl)Cl)c1C (stereo not drawn)	6%	-16%	?	8%	-5%	26%	1	-5%	1%
CCOc1ccc(OCC)c(NC(=O)C2CCCN(S(=O)(=O)c3c(C)n[nH]c3C)C2)c1 (stereo not drawn)	2%	-17%	-4%	1%	-5%	43%[activator]	-2	-12%	3%
Cc1c(NC(=O)CSc2nc3ccccc3[nH]2)c(=O)n(-c2ccccc2)n1C	4%	-12%	-5%[59 µM]	.	0%	24%	3	20%	-9%
FC(F)(F)c1cccc(N2CCN(C(=S)NCC3CCCO3)CC2)c1 (stereo not drawn)	3%	-4%[57.1 µM]	6%	-1%	-3%	48%[activator]	9	-19%	2%
CN(C)CCNC(=O)c1cccc2nc3c(ccc4ccccc43)nc12	8%	?	.	.	13%	-16%	-3	-35%	-13%
Cc1ccc2c(c1)Cc1c(nc(-c3ccc(F)cc3)nc1SCC(=O)N1CCCCC1)O2	6%	-12%	0%[59 µM]	-4%	1%	35%	-1	17%	-9%
CC(NC(=O)COC(=O)C1=COCCO1)C12CC3CC(CC(C3)C1)C2 (stereo not drawn)	4%	1%[57.1 µM]	20%	-2%	0%	-17%	-4	?	-14%
O=C(COc1ccc(F)cc1)Nc1ccc2nc(SCC(=O)N3CCOCC3)sc2c1	-6%	-10%	-8%[59 µM]	-13%	-1%	41%[activator]	-4	3%	-8%
Cc1nc(N2CCN(Cc3ccccc3)CC2)nc2c1C(=O)CC(c1ccco1)C2 (stereo not drawn)	1%	?	?	?	-4%	-10%	-5	2%	-14%
CCCn1c(SCC(=O)NC(C)C)nc2sc3c(c2c1=O)CCC3	0%	-15%	15%	0%	18%	-17%	3	11%	-13%
C=CCOc1ccc(C=NNc2ccc(S(=O)(=O)Nc3ccccc3C(=O)O)cc2[N+](=O)[O-])cc1OC	11%	16µM*	.	.	-1%	?	-4	?	?
O=C(Cc1ccc(F)cc1)Nc1ccccc1N1CCCC1	11%	-10%	2%	-37%	17%	24%	-3	-8%	.
O=C(CC(NCc1cccnc1)C(=O)O)Nc1ccc(F)cc1 (stereo not drawn)	0%	-10%	?	-14%	3%	10%	1	-3%	-25%
O=C(Nc1ccncc1NC(=O)c1cccc([N+](=O)[O-])c1)c1cccc([N+](=O)[O-])c1	1%	-10%	1%	-17%	-1%	37%	0	?	0%
O=C(CN(Cc1ccco1)C(=O)Cn1nnc(-c2ccc(F)cc2)n1)NC1CCCC1	3%	-9%	8%[59 µM]	-8%	0%	14%	8	4%	-25%
COc1ccc(NC(=O)CC2(Cc3ccccc3)CCOC(C)(C)C2)cc1 (stereo not drawn)	21%	-12%	1%[59 µM]	3%	-4%	28%	-3	9%	-24%
COc1ccc(C2=NCCc3cc(OC)c(OC)cc32)cc1OC	-7%	-5%	23%[59 µM]	-4%	.	31%	8	3%	-16%
Cc1oc(C(=O)O)cc1COc1ccc2c(C)cc(=O)oc2c1	9%	-31%	10%[59 µM]	-30%	-4%	44%[activator]	6	-1%	31%[activator]
COC(=O)CC1=C(C(=O)OC)C(c2ccncc2)C(C#N)=C(N)O1 (stereo not drawn)	6%	8%	?	-15%	-3%	34%	2	-1%	?
Cc1cccc(N2CC(C(=O)Nc3ccc(S(=O)(=O)NCC4CCCO4)cc3)CC2=O)c1C (stereo not drawn)	-3%	-5%	-11%	-16%	0%	15%	-1	-27%	-3%
CCc1ccccc1NC(=O)CN1CCN(C(=O)CCC(=O)N2CCC(c3ccccc3)=N2)CC1	12%	1%	18%[2.33 µM]	2%	.	26%	-1	-27%	-8%
COc1ccc(C(=O)Nc2ccc3oc(-c4cccc(F)c4)nc3c2)cc1OC	1%	-5%	3%	-3%	-5%	26%	3	14%	11%
CC(OC(=O)CCC(=O)c1ccccc1)C(=O)Nc1ccc(F)cc1 (stereo not drawn)	-16%	3%	-46%[59 µM]	3%	9%	37%[activator]	1	-7%	-15%
Cc1cc(C(=O)NCc2cccs2)cs1	-3%	9%	-29%[12.7 µM]	0%	0%	38%	-7	8%	13%
CN1C(=O)c2ccccc2Sc2ccc(NC(=O)N3CCN(c4ccccc4F)CC3)cc21	1%	-31%	-45%[59 µM]	-19%	4%	7%	0	-15%	-17%
O=C(CNC(=O)[C@@H]1Cc2ccccc2CN1)NC1CCCC1	0%	-12%	21%[0.0925 µM]	-12%	-4%	23%[57 µM]	-1	-9%	-8%
CCC(C)NC(=O)C1CCN(C(=O)N(C)C)CC1 (stereo not drawn)	1%	-6%	-8%[12.7 µM]	12%	.	14%	-3	15%	12%
CCN(CC)Cc1c(C(=O)N/N=C/c2c(Cl)cccc2Cl)nnn1-c1nonc1N	9%	-1%	1%	-7%	18%	30%	6	-5%	-16%
CCOc1ccc(/C=C(\C#N)C(=O)NC2CC2)c(OCC)c1	-7%	-15%	.	.	1%	17%	4	31%	-6%
COc1cc(C(=O)NNC(=O)c2ccc(NC(C)=O)cc2)cc(OC)c1OC	-1%	-5%	23%	8%	-17%	47%[activator]	1	6%	6%
NNC(=O)c1[nH]c2ccc(Cl)cc2c1-c1ccccc1	-22%	-19%	-25%	-9%	0%	36%	1	-42%	115%[activator]
CC(C)[C@H](NC(=O)c1ccccc1)C(=O)Nc1ccc2c(c1)OCO2	-1%	-20%	?	5%	15%	24%	-2	9%	-20%
Cc1ccc(Oc2c(C(N)=O)cc([N+](=O)[O-])cc2[N+](=O)[O-])cc1	14%	-23%	?	-1%	2%	28%	-4	0%	-24%
CCOc1ccc(N2CC(NC(=O)CCc3ccccc3)CC2=O)cc1 (stereo not drawn)	0%	-5%	10%[59 µM]	1%	1%	12%	1	8%	?
NNC(=O)CSCc1nc(-c2ccccc2)cs1	-16%	0%	-6%	-7%	4%	38%	-1	2%	85%[activator]
CC=CC1OCC(CC)C(CCC)O1 (stereo not drawn)	3%	-10%	.	.	-1%	25%	-1	6%	-3%
O=C(C1CCCO1)N1CCN(C(=S)Nc2ccccc2)CC1 (stereo not drawn)	11%	-9%	0%[59 µM]	2%	-13%	8%	-5	-28%	-8%
O=C(O)CC(NCc1ccco1)C(=O)Nc1cccc(O)c1 (stereo not drawn)	0%	3.2µM*	50µM*	-37%	-10%	-3%	-1	3%	-6%
Cc1ccc(C)c2c1c1ccccc1n2C	6%	7%	.	-4%	-7%	33%	0	-16%	-15%
Cc1ccc(-n2ncc(C(=O)Nc3cc(Cl)cc(Cl)c3)c2C2CCNCC2)cc1C	0%	-27%	?	.	8%	6%	1	3%	?
CCC1CN(C(=O)N2CCC(C(=O)NCc3cccc(C)c3)CC2)c2ccccc2O1 (stereo not drawn)	-4%	-16%	-4%[59 µM]	-4%	-2%	-3%	-16	-1%	-15%
CC(C)(C)c1cc[n+](/C(C(=S)NC2CC2)=C(/[O-])c2ccc(Cl)s2)cc1	?	-32%	10µM*	0%	2%	-18%	6	-5%	?
CC(=O)Nc1ccc(C=NNc2ccc([N+](=O)[O-])cn2)cc1	-4%	-14%	.	.	0%	105%[activator]	-4	1%	?
COc1ccc(C(=O)C2CCCN(C(=O)CSC)C2)cc1OC (stereo not drawn)	-1%	-11%	71µM*	3%	1%	30%	2	6%	12%
CCNC(=O)OCc1cn(-c2ccc(Cl)cc2)nn1	10%	-11%	13%	-1%	-3%	5%	-3	6%	-4%
Cc1cccc(C(=O)NCCc2n[nH]c(=S)n2C)c1	7%	?	11µM*	-2%	-3%	10%	2	-15%	4%
COCCCNC(=O)Cn1nc(-c2ccccc2OC)ccc1=O	-4%	-4%	13%	9%	9%	42%[activator]	0	-14%	3%
CCNC(=O)C1CCCN1S(=O)(=O)c1ccc(OC)cc1 (stereo not drawn)	?	-6%	8.9µM*	8%	-8%	7%	4	-7%	0%
CCOc1ccc(C(C)=O)cc1N1C(=O)C2C3C=CC(O3)C2C1=O (stereo not drawn)	18%	20µM*	?	?	-1%	28µM*	2	?	.
COc1cc(/C=C/C(=O)c2ccc3c(c2)OCO3)cc(Cl)c1O	-16%	?	45µM*	?	116%[activator]	?	5	?	?

Arranged by length of the SMILES (lowest first): some entries from above.
SMILES	GLS inhibitor	JMJD2A Tudor inh	G9a inh	BAZ2B block	ERG-DNA inh	HP1b chromo inh	PI4K2A block	RGS4 inhibitor	12-LOX inh
COCCCNC(=O)Cn1nc(-c2ccccc2OC)ccc1=O	-4%	-4%	13%	9%	9%	42%[activator]	0	-14%	3%
Cc1ccc(-n2ncc(C(=O)Nc3cc(Cl)cc(Cl)c3)c2C2CCNCC2)cc1C	0%	-27%	?	.	8%	6%	1	3%	?
CC(C)(C)c1cc[n+](/C(C(=S)NC2CC2)=C(/[O-])c2ccc(Cl)s2)cc1	?	-32%	10µM*	0%	2%	-18%	6	-5%	?

Only part of the results is shown (hit frequency here may not be typical).
